Source: PubChem BioAssay
PI5P4Ka inh = qHTS for Inhibitors of phosphatidylinositol 5-phosphate 4-kinase (PI5P4K); Phosphatidylinositol 5-phosphate 4-kinase type-2 alpha (Homo sapiens), P48426; PI5P4Kalpha enzyme, ADP-Glo luminescence, 60 min; active compounds read low; max response, %; hit rate 1.2% among 330,000; active = max response of -50% or lower; inconclusive = between -30% and -50%; inactive = -30% or higher; note: value at the top dose of about 77 µM; % is set by controls: 0 for no effect and ±100 for the full control effect
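ADP-Glo luminescence end-point after a 60 min room-temperature kinase reaction. PI5P4Kalpha and substrate in HEPES pH 7.4 buffer with EGTA, 0.1% CHAPS and 5% DMSO; ATP at 5 microM final.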
PLK1 PBD inh = qHTS for Inhibitors of PLK1-PDB (polo-like kinase 1 - polo-box domain): Primary Screen; Plk1 PBD binding of FITC phosphopeptide, fluorescence polarization; Potency, µM, inactives show max response, negative = inhibition, hits mostly inhibitors; hit rate 2.8% among 360,000; note: potency is the fitted concentration of half-maximal effect; series mostly up to about 57 µM; % is set by controls: 0 for no effect and ±100 for the full control effect; nearly all actives have a fitted effect of over 65% in size
EPAC1 agonist = qHTS for Agonist of cAMP-regulated guanine nucleotide exchange factor 3 (EPAC1): primary screen | Rap guanine nucleotide exchange factor 3 (Homo sapiens), O95398 | EPAC1 agonist qHTS, biochemical assay; response scale: 100% = response to 6.5 mM cAMP | Potency, µM (doses to about 154 µM), for inactives: at the top dose activation, usual class: activators | hit rate 0.073% among 360,000; note: potency is the fitted concentration of half-maximal effect; nearly all actives have a fitted effect of over 60% in size
Target sequence (O95398 whole entry, looked up): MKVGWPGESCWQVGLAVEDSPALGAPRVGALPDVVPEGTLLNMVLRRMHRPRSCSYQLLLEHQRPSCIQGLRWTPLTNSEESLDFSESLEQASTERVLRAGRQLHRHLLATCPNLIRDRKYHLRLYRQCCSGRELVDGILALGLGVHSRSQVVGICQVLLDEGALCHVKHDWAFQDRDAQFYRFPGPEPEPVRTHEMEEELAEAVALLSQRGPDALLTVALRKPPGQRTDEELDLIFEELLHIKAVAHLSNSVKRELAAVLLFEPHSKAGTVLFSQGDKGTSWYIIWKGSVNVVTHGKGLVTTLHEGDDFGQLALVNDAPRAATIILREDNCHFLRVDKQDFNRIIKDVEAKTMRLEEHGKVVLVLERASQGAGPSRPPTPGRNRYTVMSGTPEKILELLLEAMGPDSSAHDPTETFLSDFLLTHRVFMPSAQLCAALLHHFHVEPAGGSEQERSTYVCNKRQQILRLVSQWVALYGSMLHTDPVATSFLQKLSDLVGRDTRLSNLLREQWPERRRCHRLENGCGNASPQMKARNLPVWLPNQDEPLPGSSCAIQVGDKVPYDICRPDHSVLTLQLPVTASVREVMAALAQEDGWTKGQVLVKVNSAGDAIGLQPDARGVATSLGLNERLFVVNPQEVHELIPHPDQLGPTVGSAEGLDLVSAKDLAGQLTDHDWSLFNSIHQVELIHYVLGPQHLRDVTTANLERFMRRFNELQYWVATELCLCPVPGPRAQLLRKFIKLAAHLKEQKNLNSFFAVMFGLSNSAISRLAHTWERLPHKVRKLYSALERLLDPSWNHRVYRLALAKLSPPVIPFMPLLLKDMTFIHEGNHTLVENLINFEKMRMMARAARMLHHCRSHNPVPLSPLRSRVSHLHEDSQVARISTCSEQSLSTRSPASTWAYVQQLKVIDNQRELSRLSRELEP
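Nucleotide exchange by EPAC1 (100 nM) on Rap1B–BODIPY-GDP (250 nM) in the presence of 50 uM GDP is tracked fluorescently at 480/540 nm over 30 min. Signals are normalized to a 6.5 mM cAMP control.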
FUS suppressor = qHTS for Suppressors of FUS Proteinopathy: Primary screen using FUS-linked yeast assay; S. cerevisiae FUS-expressing, growth rescue, OD600, 24 h; hit rate 0.24% among 390,000; AID 1347120, 2019; Potency, µM (doses to about 76.6 µM), without a hit: at the highest dose growth rescue (activation), most hits filed as activators;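 note: potency is the fitted concentration of half-maximal effect; plate controls were DMSO vehicle for no effect and reference control for full effect; nearly all actives have a fitted effect of over 55% in size; some results filed as inactive show a strong effect at the top dose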
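Absorbance at 600 nm, taken 24hr after compound addition, measured rescue of FUS-yeast growth at 30C. Induction used 2% galactose with seeding at OD 0.005. Controls: CP55940 from 92uM final, DMSO only.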
EPAC1 antag = qHTS for Antagonist of cAMP-regulated guanine nucleotide exchange factor 3 (EPAC1): primary screen | Rap guanine nucleotide exchange factor 3 (Homo sapiens), O95398 | EPAC1 GEF assay, Rap1b-BODIPY-GDP exchange fluorescence | Potency, µM (doses to about 115 µM), for inactives: top-dose activity change, negative = inhibition, hits mostly inhibitors | hit rate 0.14% among 360,000 | AID 720709, 2013;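 note: potency is the fitted concentration of half-maximal effect; plate controls were vehicle for no effect and positive control for full effect; nearly all actives have a fitted effect of over 50% in size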
WRN helicase inh = qHTS for Inhibitors of WRN Helicase; Bifunctional 3'-5' exonuclease/ATP-dependent helicase WRN (Homo sapiens), Q14191; WRN helicase unwinding, fluorescent forked duplex, kinetic; Potency, µM (series often up to 114 µM), without a hit: top-dose activity change, negative = inhibition, most hits filed as inhibitors; hit rate 0.46% among 360,000; AID 651768, 2012; note: potency is the fitted concentration of half-maximal effect; % is set by controls: 0 for no effect and ±100 for the full control effect; nearly all actives have a fitted effect of over 55% in size
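Screening of the MLSMR collection measured strand separation of a quenched forked DNA duplex (100 nM) by 20 nM WRN with 2 mM ATP, all final. Compounds were preincubated with enzyme 15 min at room temperature.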
IL-2 act = qHTS of IL-2 Activators; IL-2 activation reporter assay, cell-based qHTS; stimulated with anti-CD3/CD4/CD28 beads; in transgenic mouse T cells; activation, % (series mostly up to about 46 µM); hit rate 0.065% among 360,000; AID 652025, 2013; in the data active = activation above about 50%; inconclusive = mostly about 30% to 49%; note: 0% is about no effect
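Readout: EGFP and DsRed signals by fluorescent plate cytometry. Unstimulated transgenic mouse T cells received compound 60 min before antibody-bead stimulation, then incubated 18 h at 37 degrees C.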
Abeta rescue = qHTS for compounds that reverse cellular toxicity of Amyloid beta (A-beta) peptide in yeast: Primary Screen | yeast expressing A-beta42, growth rescue, OD600, 48 h; response scale: 0% DMSO, 100% iron-clioquinol control | Potency, µM (titrated, usually from 46.1 µM), inactives show top-dose growth rescue, most hits filed as activators | hit rate 0.063% among 410,000 | AID 1347071, 2019; note: potency is the fitted concentration of half-maximal effect; nearly all actives have a fitted effect of over 55% in size
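Yeast growth medium received pinned compounds, then yeast cells expressing toxic A-beta were added; plates incubated at 30 C for 48 hr. Growth read as absorbance at 600 nm, normalized to DMSO and equimolar FeCl3 plus clioquinol controls.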
An asterisk follows results filed as active; ? = inconclusive; / = not tested or not shown; & = joins results of further samples; [ ] = remark or other dose. Unless noted, calls come from the whole dose curve; as a rule, active = well fitted curve in the direction sought with a large enough effect; inconclusive = small, poorly fitted or top-dose-only effect, or another doubt; inactive = no such curve, though single readings can be large; an effect the other way counts as inactive or inconclusive.

no. | Compound | PI5P4Ka inh | PLK1 PBD inh | EPAC1 agonist | FUS suppressor | EPAC1 antag | WRN helicase inh | IL-2 act | Abeta rescue
1 | COc1cc(-c2nnc(-c3cc(OC)c(OC)c(OC)c3)o2)cc(OC)c1OC | 6 | -1% | -5% | -17% | -4% | 2% | 0.5 | -5%
2 | Cc1cccc(NC(=O)CNC(=O)c2ccco2)n1 | -6 | -2% | 7% | -20% | -1% | -2% | -1.5 | 21%
3 | COc1cc(OC)c2c(-c3cccc(-c4ccoc4)c3)cc(=O)oc2c1 | -4 | -11% | 16% | 37% | -3% | -8% | -0.8 | 8%
4 | COc1ccc(OC)c(CCNC(=O)C(=O)Nc2ccc3nc4n(c(=O)c3c2)CCCCC4)c1 | -2 | -5% | 10% | 6% | -3% | -5% | -0.9 | 4%
5 | COc1ccc(C(C)NC(=O)c2ccoc2C)cc1OC (stereo not given) | / | -5% | -6% | 11% | 7% | 14% | -2.1 | -8%
6 | O=C(N/N=C/c1ccc(N2CCOCC2)s1)c1ccccc1Br | 11 | -5% | 7% | -19% | 26% | 4% | 1.7 | -4%
7 | CCc1nnc(SCC(=O)Nc2ccc(F)cc2)o1 | 1 | -6% | -4% | 10% | 12% | 16% | -1.2 | -6%
8 | Cc1ccc(Cl)cc1N1CCN(C(=O)c2ccc(NS(=O)(=O)c3c(C)noc3C)cc2)CC1 | 5 | -15% | 10% | ? | -27% | -14% | -0.5 | 11%
9 | Cc1cc(C(=O)CSc2nn3c(=O)c(C(C)(C)C)nnc3s2)c(C)n1C | -5 | 5% | -5% | 14% | -12% | -2% | -1.6 | -1%
10 | COc1ccc(C2N=C(N)N=C(N)N2c2ccccc2)cc1OC (stereo not given) | / | -7% | 7% | 3% | 12% | -1% | 0.5 | -12%
11 | O=C(Nc1ccc2c(c1)OCO2)C1CCN(C(=O)c2ccc(Br)cc2)CC1 | -2 | -6% | 2% | 23% | -12% | -3% | 5.5 | 10%
12 | CCCNC(=O)NC(=O)COC(=O)c1cccc(NS(=O)(=O)c2ccc(F)c(F)c2)c1 | 2 | -7% | -7% | / | 8% | 9% | -1.4 | 2%
13 | CC(C)(C)c1ccc(COc2ccsc2C(=O)O)cc1 | -2 | -16% | 2% | 3% | -16% | 2% | -0.1 | -74%[inhibitor]
14 | Cc1ccc(CNC(=O)c2nnn(CC(=O)Nc3cccc(C)c3C)c2N)cc1 | 1 | -5% | 18% | -16% | -2% | -16%[11.6 µM] | -1.7 | 8%
15 | CCN(Cc1ccccc1)Cc1c(F)cccc1F | / | 0% | -1% | -14% | 11% | 4% | -1.4 | -6%
16 | COc1ccc(S(=O)(=O)n2cnc3cc(C)c(C)cc32)cc1C | / | 5% | 12% | -9% | 4% | -10% | 6.7 | 30%

Random excerpt: 2 compounds from above
no. | Compound | PI5P4Ka inh | PLK1 PBD inh | EPAC1 agonist | FUS suppressor | EPAC1 antag | WRN helicase inh | IL-2 act | Abeta rescue
14 | Cc1ccc(CNC(=O)c2nnn(CC(=O)Nc3cccc(C)c3C)c2N)cc1 | 1 | -5% | 18% | -16% | -2% | -16%[11.6 µM] | -1.7 | 8%
10 | COc1ccc(C2N=C(N)N=C(N)N2c2ccccc2)cc1OC (stereo not given) | / | -7% | 7% | 3% | 12% | -1% | 0.5 | -12%

Other compounds.
no. | Compound | PI5P4Ka inh | PLK1 PBD inh | EPAC1 agonist | FUS suppressor | EPAC1 antag | WRN helicase inh | IL-2 act | Abeta rescue
17 | CC1=C(C(=O)OC(C)C)C(c2c(O)ccc3ccccc23)NC(=O)N1 (stereo not given) | 5 | 2% | -4% | -22% | -13% | 0% | -2.0 | -2%
18 | COc1ccc(NC(=O)CC2SC(=Nc3ccccc3)NC2=O)cc1 (stereo not given) | -2 | 5% | -4% | -9% | 2% | 7% | -1.5 | 1%
19 | C(=N\n1cnnc1)/c1cn(-c2cccs2)nc1-c1ccccc1 | / | -3% | 3% | 2% | -6% | -5%[57.1 µM] | -2.4 | -6%
20 | COc1cc2oc3cc(C#Cc4ccc(N)cc4)ccc3c(=O)c2cc1OC | -3 | -6% | 3% | ? | -11% | -6% | 0.9 | -18%
21 | O=C(NC(=S)Nc1ccccc1O)c1ccccc1Cl | 0 | -9% | 4% | 7% | -15% | -12% | 0.6 | -9%
22 | O=C(CCNS(=O)(=O)c1ccc(Br)s1)NCc1ccccc1Cl | ? | -1% | 11% | 18% | -14% | -4%[11.6 µM] | -0.8 | 1%
23 | CCOC(=O)C1=C(COC(=O)C(CC)c2ccccc2)NC(=O)NC1C (stereo not given) | -11 | -3% | -7% | 15% | -10% | -2% | 0.3 | -16%
24 | O=C(Nc1ncc(Cl)cc1Cl)c1c(F)cccc1Cl | 1 | -11% | 11% | 17% | -10% | -22% | -0.6 | -7%

Exported with values under each structure: part of the list above.
Every second line gives: PI5P4Ka inh, PLK1 PBD inh, EPAC1 agonist, FUS suppressor, EPAC1 antag, WRN helicase inh, IL-2 act, Abeta rescue
#14 Cc1ccc(CNC(=O)c2nnn(CC(=O)Nc3cccc(C)c3C)c2N)cc1
    1, -5%, 18%, -16%, -2%, -16%[11.6 µM], -1.7, 8%
#15 CCN(Cc1ccccc1)Cc1c(F)cccc1F
    /, 0%, -1%, -14%, 11%, 4%, -1.4, -6%

Additional entries.
#	canonical_smiles	PI5P4Ka inh	PLK1 PBD inh	EPAC1 agonist	FUS suppressor	EPAC1 antag	WRN helicase inh	IL-2 act	Abeta rescue
25	Oc1ccc(Cn2ccnc2)c2cccnc12	0	4%	10%	13%	?	5%	0.4	-7%
26	CC(=O)c1sc(NC(=O)CCOc2ccccc2)nc1C	-2	-6%	15%	-17%	7%	-2%	0.0	-4%
27	O=C(Nc1nccs1)c1cncc(Br)c1	7	-3%	7%	10%	-19%	-2%	-0.4	3%
28	COc1ccccc1N(C)S(=O)(=O)c1ccc(C(=O)N(C)Cc2cccc(F)c2)cc1	-6	8%	-14%	?	-1%	-5%	-3.2	-1%
29	Cc1cc(C)c(NC(=O)CN2CCN(C)CC2)c(C)c1	0	-7%	2%	-27%	-9%	1%	-2.3	4%
30	COc1ccc(OC)c(/C=C/C(=O)Oc2ccc(C(C)=O)cc2)c1	34	-11%	7%	16%	-1%	-8%	-1.9	-18%
31	O=C(NCCc1ccc(Cl)cc1)Nc1ccc(F)cc1	2	24µM*	2%	9%	0%	1%[57.1 µM]	0.5	-10%
32	O=C(c1ccco1)N1CCN(Cc2nnc(-c3ccccc3)o2)CC1	-1	2%	2%	15%	5%	-10%	0.5	0%
33	CC(C)(C)c1nnc(NS(=O)(=O)c2ccc(F)cc2)s1	-24	9.5µM*	-2%	16%	-1%	8%[57.1 µM]	-3.5	10%
34	O=C(NCc1ccco1)c1cc(-c2cccs2)nc2ccccc12	0	-9%	5%	/	-9%	-35%	-0.6	7%
35	Cc1oc(/N=C/c2ccc3c(c2)OCO3)c(C#N)c1C	/	-20%	-6%	13%	15%	-10%	-1.6	-16%
36	Cc1csc(NC(=O)CSc2nnc(-c3cccs3)n2C)n1	/	-8%	8%	17%	8%	3%	-0.7	-9%
37	O=C(CN1C(=O)COc2ccc(S(=O)(=O)N3CCCC3)cc21)Nc1cccc(F)c1	-1	3%	-2%	2%	3%	-3%	-0.5	/
38	CCOC(=O)c1c(N/N=C/c2ccncc2)n[nH]c1C	6	-5%	-4%	4%	18%	-6%	-3.7	-11%
39	Cn1cnnc1SCC(=O)Nc1ccccc1C(=O)NC1CCCC1	/	0%	1%	2%	11%	-14%[57.1 µM]	-1.9	8%
40	O=C(NC1CCS(=O)(=O)C1)c1cc(-c2ccccc2)nc2ccccc12 (stereo not given)	0	-8%	12%	5%	16%	-2%	3.5	-23%
41	CC(=O)N1CCC(c2nc3ccccc3n2C(C)C(=O)NCc2ccccc2)CC1 (stereo not given)	-3	2%	-6%	-12%	22%	9%	0.0	-3%
42	CCN(c1ccccc1)S(=O)(=O)c1cc(NC(=O)Nc2ccccc2C#N)ccc1Cl	2	-7%	8%	/	-16%	-8%	-1.7	-12%
43	Cn1c(=NC(=O)C2CCN(S(=O)(=O)c3cccs3)CC2)sc2ccccc21	-3&2	1%&-3%	7%&0%	-18%&3%	-20%&0%	4%&-8%	-0.5&1.2	7%&-3%
44	Cc1ccc(S(=O)(=O)/N=C2/NC(=O)/C(=C/c3cc([N+](=O)[O-])ccc3O)S2)cc1	268	4%	3%	15%	?	?	-0.5	10%
45	COc1cc2c(cc1OC)-c1n[nH]c(=S)n1C(C)(C)C2	-25	?	-6%	1%	1%	0%	-0.9	-3%
46	Cc1ccc(CNC(=O)/C(C#N)=C/c2ccc(C)s2)cc1	0	-4%	0%	13%	0%	1%	3.5	-12%
47	CCN(CC)c1ccc(S(=O)(=O)N2CCOCC2)cc1NC(=O)CSc1n[nH]c(N)n1	1	-3%	1%	-15%	6%	1%	1.5	-6%
48	CCC(C)c1ccc(OCC(=O)Nc2ccc3c(c2)C(=O)NC3=O)cc1 (stereo not given)	4	2%	5%	11%	-4%	-12%	2.1	6%
49	Cc1ccc(C(=O)NC(=S)NCc2ccccc2)cc1	0	-9%	17%	1%	-24%	-4%	-0.9	?
50	S=c1[nH]nc(-c2ccco2)n1/N=C/C=C/c1ccco1	-69*	-26%	-7%	23%	16%	?	-0.6	8%
51	COc1cc(/C=C2/SC(=S)N(Cc3ccccc3)C2=O)ccc1O	0	15%	13%	8%	-11%	8.9µM*	-4.1	-10%
52	CCCCOc1cccc(C(=O)NNC(=S)NC2CCCCC2)c1	-4	-20%	5%	23%	-20%	4%	1.1	-6%
